# Bioassay records (PubChem)
# FXIIa single: blocks human coagulation factor XIIa activity. P00748. purified human FXIIa, AMC substrate fluorescence, 2 h. inhibition, % at 10 µM. 33,000 compounds, 0.2% hits; in the data active means inhibition above about 30%;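 further: 0% = enzyme with vehicle only and 100% = no enzyme blank; many of its hits are not listed in these tables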
# Target sequence (P00748 20-372 limits assumed): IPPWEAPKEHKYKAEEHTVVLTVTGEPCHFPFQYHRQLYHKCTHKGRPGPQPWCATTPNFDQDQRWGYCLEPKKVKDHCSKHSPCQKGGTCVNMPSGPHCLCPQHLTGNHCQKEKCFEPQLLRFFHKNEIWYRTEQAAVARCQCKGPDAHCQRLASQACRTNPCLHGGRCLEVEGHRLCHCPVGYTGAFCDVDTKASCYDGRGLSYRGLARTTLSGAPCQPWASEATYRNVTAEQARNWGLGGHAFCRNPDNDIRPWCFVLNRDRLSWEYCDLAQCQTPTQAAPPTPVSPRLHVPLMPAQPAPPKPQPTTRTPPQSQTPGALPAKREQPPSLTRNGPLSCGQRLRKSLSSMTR
# Target sequence (P00748 373-615 limits assumed): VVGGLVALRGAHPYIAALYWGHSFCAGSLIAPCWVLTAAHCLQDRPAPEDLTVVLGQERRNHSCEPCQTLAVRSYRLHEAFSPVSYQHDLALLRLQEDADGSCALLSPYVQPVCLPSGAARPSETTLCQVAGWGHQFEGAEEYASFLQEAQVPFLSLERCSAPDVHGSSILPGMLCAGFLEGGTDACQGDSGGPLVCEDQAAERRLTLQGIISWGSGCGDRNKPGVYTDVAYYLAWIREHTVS
# FXIa single inh: blocks human coagulation factor XIa activity; 33,000 compounds, 0.3% hits; P03951; inhibition, % at 10 µM; purified human FXIa, fluorogenic AMC substrate cleavage;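 active means inhibition above 40% in the primary screen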;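 further: 0% = enzyme without compound and 100% = blank wells lacking enzyme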
# The depositor's hits bear a star.
SMILES,FXIIa single,FXIa single inh
Cc1c(NS(=O)(=O)c2ccc3c(c2)n(C)c(=O)n3C)c(=O)n(-c2ccccc2)n1C,-1,-1
CCOc1ccc2nc(SCC(=O)c3ccccc3)sc2c1,9,2
CCCCn1c(SCC(=O)N2CCC(C)CC2)nc2ccsc2c1=O,1,3
O=C(O)c1ccc(Cl)cc1NC(=O)C1CCCO1 (stereo unspecified),7,-1
COc1ccc(S(=O)(=O)N(C)CC(=O)NC2CCCCC2)cc1OC,7,1
COc1ccc(OC)c(NC(=O)CSc2nnc(Cn3nnc4ccccc43)n2C)c1,4,3
C=CCN(C(=O)COc1ccccc1)c1nnc(-c2ccncc2)s1,15,3
CCOC(=O)CSc1nc(C)c2ccccc2n1,9,-3
Cn1c(=O)c2c(nc(N3CCOCC3)n2CC(=O)c2ccccc2)n(C)c1=O,-17,-4
Cc1cc(C)cc(-n2nnnc2SCC(=O)N2CCOCC2)c1,1,1
COc1ccccc1N1CCN(C(=O)c2ccc(S(=O)(=O)N3CCCC3)cc2)CC1,8,0
Cn1c(=O)c2c(nc(N3CCCCCC3)n2Cc2cccc3ccccc23)n(C)c1=O,8,-4
COC(=O)c1[nH]c2cc(OC)ccc2c1NC(=O)CCN1CCSCC1,-1,-7
Cn1c(SCCCC(=O)c2ccc(F)cc2)nnc1-c1ccncc1,0,-16
Cc1cc(C#N)c(C)n1-c1cc(S(=O)(=O)N2CCOCC2)ccc1N1CCCC1,3,-2
COC(=O)NCCOc1nc(N(C)C)nc(N(C)C)n1,10,6
c1ccc(CNc2ncnc3nc[nH]c23)cc1,4,5
O=C(O)CCc1ccc(-c2cccs2)n1NC(=O)c1ccc(O)cc1,5,2
Cn1cnnc1SCC(=O)c1ccc2c(c1)CCCC2,5,4
CN1CCN(CC(=O)Nc2ccc(Oc3ccccc3)cc2)CC1,-4,1
O=C1N[C@@H](Cc2cnc[nH]2)C(=O)N2CCC[C@@H]12,3,0
Cc1ccc(NC(=O)Cn2cnc3sc(C(=O)NCc4ccco4)c(C)c3c2=O)cc1Cl,4,-5
COCc1c(C(=O)N2CCN(c3ccc(C(F)(F)F)cn3)CC2)oc2ccccc12,4,4
CCCCNC(=O)Nc1ccc(Br)cn1,6,6
CC1=C(C(=O)OCCOC(C)C)C(c2cc3c(cc2Br)OCO3)CC(=O)N1 (stereo unspecified),5,1

# Structural class: the entries above with four or more nitrogen atoms.
SMILES,FXIIa single,FXIa single inh
Cc1c(NS(=O)(=O)c2ccc3c(c2)n(C)c(=O)n3C)c(=O)n(-c2ccccc2)n1C,-1,-1
COc1ccc(OC)c(NC(=O)CSc2nnc(Cn3nnc4ccccc43)n2C)c1,4,3
C=CCN(C(=O)COc1ccccc1)c1nnc(-c2ccncc2)s1,15,3
Cn1c(=O)c2c(nc(N3CCOCC3)n2CC(=O)c2ccccc2)n(C)c1=O,-17,-4
Cc1cc(C)cc(-n2nnnc2SCC(=O)N2CCOCC2)c1,1,1
Cn1c(=O)c2c(nc(N3CCCCCC3)n2Cc2cccc3ccccc23)n(C)c1=O,8,-4
Cn1c(SCCCC(=O)c2ccc(F)cc2)nnc1-c1ccncc1,0,-16
Cc1cc(C#N)c(C)n1-c1cc(S(=O)(=O)N2CCOCC2)ccc1N1CCCC1,3,-2
COC(=O)NCCOc1nc(N(C)C)nc(N(C)C)n1,10,6
c1ccc(CNc2ncnc3nc[nH]c23)cc1,4,5
O=C1N[C@@H](Cc2cnc[nH]2)C(=O)N2CCC[C@@H]12,3,0
Cc1ccc(NC(=O)Cn2cnc3sc(C(=O)NCc4ccco4)c(C)c3c2=O)cc1Cl,4,-5

# Going on with the list.
SMILES,FXIIa single,FXIa single inh
COc1cccc(N2CC(O)=C(c3ccccc3)C2=N)c1,-10,-11
COc1ccc(Cl)cc1NC(=O)CCN1CCN(C)CC1,3,10
CNC(=O)c1cc(S(=O)(=O)N(C)C)ccc1Cl,6,1
O=C(O)C1CCCCC1C(=O)NCCc1c[nH]c2ccccc12 (stereo unspecified),7,3
O=C(c1c(F)cccc1F)N(Cc1ccccn1)C1CC1,7,-8
CC(C(=O)Nc1ncn[nH]1)N1C(=O)c2ccccc2C1=O (stereo unspecified),-17,4
Cc1cc2ncn(-c3ncnc4sc5c(c34)CCCC5)c2cc1C,3,-7
CCCNc1cc(C)c(C#N)c2nc3ccccc3n12,-35,-8
CCOC(=O)c1c(NS(=O)(=O)c2ccc(Br)cc2)sc2c1CCC2,5,-4
COCCn1c(C)cc(C(=O)CSc2n[nH]c(N)n2)c1C,6,-3
Cn1c(=O)c2c(n(Cc3ccccc3)c1=O)NC(=O)C2CC(=O)NCc1cccc(Cl)c1 (stereo unspecified),-14,18
COC(=O)c1ccc(OCCOc2ccccc2)cc1,-2,-1
O=C(NC1CCCCC1)C(c1ccc(F)cc1)N(Cc1ccc2c(c1)OCO2)C(=O)c1cnsn1 (stereo unspecified),5,-10
COC(=O)c1cc(Br)c(=O)n(-c2ccc(F)cc2)c1,-7,-3
CC1=CC(=O)C=CC1(C)C(Cl)(Cl)Cl (stereo unspecified),8,-13
Cc1nnc(NC(=O)COc2ccccc2)s1,2,-8
CCOc1nc2ccccc2nc1C,9,4
Cc1nc(NNC(=O)c2ccc([N+](=O)[O-])cc2)cc(-c2ccccc2)n1,9,-3
CC(c1ccco1)N(C(=O)COc1ccccc1[N+](=O)[O-])c1ccccn1 (stereo unspecified),5,5
Cn1c(N)c(C(=O)COC(=O)C2(c3ccc(Cl)cc3)CCCC2)c(=O)n(C)c1=O,3,-12
COCCN(C(=O)C1CCC1)c1nnc(-c2cccnc2)s1,1,0
CCc1ccc(NC(=O)C(C)Oc2nnc(-c3cccs3)c(-c3cccs3)n2)cc1 (stereo unspecified),11,-3
CCC(=O)NC1=C(C#N)C2(CCCC2)Cc2ccccc21,7,5
CC(=O)Nc1nnc(SCc2ccc(F)cc2)s1,2,5
COc1cc(C2NC(=O)NC(O)(C(F)(F)F)C2C(C)=O)cc(OC)c1OC (stereo unspecified),6,-7
# The list goes on:
SMILES,FXIIa single,FXIa single inh
CCCn1c(N)c(N2CCCCC2)c(=O)n(CC(=O)Nc2ccc(OC(F)(F)F)cc2)c1=O,5,-8
CC1=C(C(=O)Nc2ccccc2)C(c2ccncc2)C(C#N)=C(SCC(=O)Nc2ccccc2)N1 (stereo unspecified),1,-4
Cc1cnn(C(=O)c2ccccc2Br)c1,13,2
Nc1c(C(=O)NCCN2CCOCC2)c2nc3ccccc3nc2n1-c1ccccc1,-68,4
COc1ccc(-c2oc(NC(=O)c3ccc(C)cc3)c(C#N)c2-c2ccc(OC)cc2)cc1,12,0
Clc1ccc(-c2nc(Cc3ccccc3)no2)cc1,6,4
CCCc1cc(=O)[nH]c(SCC(=O)Nc2cc3c(cc2C(C)=O)OCO3)n1,6,1
Cc1cc(NC(=O)CCC(=O)N(CCC(C)C)CC(=O)NCC2CCCO2)no1 (stereo unspecified),3,-5
CCOc1ccccc1-c1n[nH]c(=S)o1,3,-4
O=C(CCN1CCCCC1c1cccnc1)NCc1ccccc1 (stereo unspecified),-16,4
Cc1n[nH]c(C)c1C(=O)CC1(O)C(=O)N(CCc2ccccc2)c2ccc(Br)cc21 (stereo unspecified),3,0
COc1ccc(-n2c(C)nc3cc(C(=O)O)ccc32)cc1,5,-5
Cc1cc(NC(=O)CN2CCN(c3ccc(O)cc3)CC2)no1,-3,-6
CCSc1nc2sc3c(c2c(=O)[nH]1)CC(C)(CC)OC3 (stereo unspecified),5,-4
CCCCN(C)CCn1c(=S)[nH]c2ncccc2c1=O,2,5
O=C(Cc1ccccc1)Nc1nc(-c2cccs2)cs1,-19,4
O=C1C2C3C=CC(C3=C(c3ccccc3)c3ccccc3)C2C(=O)N1CCO (stereo unspecified),6,-12
O=C(OCC(=O)N1CCN(c2ccccc2)CC1)c1ccc2ccccc2n1,6,-10
COc1ccc(-c2cc(C(F)(F)F)nc(SCC(=O)Nc3cc(C)on3)n2)cc1,7,5
CCc1ccc(CC2S/C(=C(\C#N)C(C)=O)NC2=O)cc1 (stereo unspecified),7,49*
O=C(Nc1cccc(NC(=O)c2ccc(-c3ccc(Br)cc3)o2)c1)c1ccccc1,6,-6
Cc1ccc(/C=N/N2CCN(Cc3ccc(Cl)cc3)CC2)o1,3,1
Cc1cc2nc(-c3ccc(SCC(=O)N4CCN(C(=O)c5ccco5)CC4)nc3)[nH]c2cc1C,3,5
CCOC(=O)c1c(NC(=O)OC)sc2c1CCC2,6,3
O=C(NCCN1CCCCC1)c1ccc2c(c1)OCCO2,3,0
# Further records follow.
SMILES,FXIIa single,FXIa single inh
CN(C)S(=O)(=O)c1ccc(C(=O)NCCOc2ccc(F)cc2)cc1,-10,16
Cc1nnc(SCc2ccccc2)nc1/C=C/NOCc1ccc(Cl)cc1Cl,-3,-7
COc1cccc(/C=C2\C(=O)C(=O)c3ccccc32)c1,-2,-2
O=CNC(Cc1ccccc1)C(=O)O (stereo unspecified),12,-1
COc1ccccc1C(=O)Nc1sc2c(c1C(=O)NCc1ccco1)CCCC2,-1,3
Cc1cc(C(F)(F)F)nn1CC(=O)NCc1ccccc1,1,3
O=C(Nc1nc(-c2ccco2)c(-c2ccco2)s1)C1CC(=O)N(c2ccc3c(c2)OCCO3)C1 (stereo unspecified),9,1
COc1ccc(C(=O)Nc2nc(-c3cccs3)c(NC(C)=O)s2)cc1,11,3
O=c1nc(NCc2ccccc2Cl)cn[nH]1,2,6
CCN1CCN(C(c2ccccc2)c2nnnn2Cc2ccccc2)CC1 (stereo unspecified),4,2
Cc1cc(=O)n2c(nc3ccccc32)[nH]1,-14,-1
CCc1ccc(Nc2cc(=O)n(C3CCCCC3)c(=O)[nH]2)cc1,7,5
CCn1ccc(C(=O)Oc2ccc(Cl)cc2)n1,9,13
CC(=O)Nc1nc2ccccc2n1Cc1ccccc1,0,-6
COc1cccc(C2/C(=C(\O)c3ccc4c(c3)OCO4)C(=O)C(=O)N2CCN(C)C)c1OC (stereo unspecified),-12,-2
COc1ccc(NC(=O)C2CCCO2)cc1OC (stereo unspecified),4,-7
CCOc1ccc(N2CC(C(=O)Nc3ccc(S(=O)(=O)N4CCOCC4)cc3)CC2=O)cc1 (stereo unspecified),7,5
Cc1ccc2[nH]c3c(=O)n(CCC4=CCCCC4)cnc3c2c1,3,-10
Cc1ccnn1CCSCC(=O)O,-5,-3
CS(=O)(=O)Nc1ccc(C(=O)N2CCCC2)cc1,7,-1
COc1cc2cc(CN(Cc3ccc4c(c3)OCO4)C(=O)c3ccco3)c(=O)[nH]c2cc1OC,-13,8
CC(C)C[C@H](NC(=O)[C@@H]1O[C@H]1C(=O)O)C(=O)NCCCCN=C(N)N,-10,-7
Cn1nc(OC(=O)Nc2ccccc2)cc1C(F)(F)F,5,7
COc1ccc(Nc2nc(N)nc(CSc3nnc(N)s3)n2)cc1,5,1
O=C(CC(O)(c1ccccc1)C(F)(F)C(F)F)c1cccs1 (stereo unspecified),-4,-2
CCOC(=O)c1c(C)[nH]c(C(=O)COC(=O)CSC)c1C,7,-9
Cc1ccc(-c2nn(Cc3ccccc3)cc2/C=C/C(=O)O)cc1C,7,3

# 7 neighbouring records out of the list so far, for reference:
SMILES,FXIIa single,FXIa single inh
CN(C)S(=O)(=O)c1ccc(C(=O)NCCOc2ccc(F)cc2)cc1,-10,16
Cc1nnc(SCc2ccccc2)nc1/C=C/NOCc1ccc(Cl)cc1Cl,-3,-7
COc1cccc(/C=C2\C(=O)C(=O)c3ccccc32)c1,-2,-2
O=CNC(Cc1ccccc1)C(=O)O (stereo unspecified),12,-1
COc1ccccc1C(=O)Nc1sc2c(c1C(=O)NCc1ccco1)CCCC2,-1,3
Cc1cc(C(F)(F)F)nn1CC(=O)NCc1ccccc1,1,3
O=C(Nc1nc(-c2ccco2)c(-c2ccco2)s1)C1CC(=O)N(c2ccc3c(c2)OCCO3)C1 (stereo unspecified),9,1

# Only part of the results is shown; rates above refer to the full screens.
